# Screening data deposited in PubChem by National Center for Advancing Translational Sciences (NCATS).
# Vif-APOBEC3F blk = Vif-A3F binding inhibition | HeLa A3F-eYFP + Vif (tagged APOBEC3F with the HIV-1 protein that degrades it), YFP fluorescence increase | Potency, µM (doses to about 46.1 µM), for inactives: at the highest dose activity, negative = active | actives 0.2% (n = 390,000); further: potency means the concentration at half of the fitted maximal effect; % of control where 0% means no effect; nearly all actives have a fitted effect of over 65% in size
#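 HeLa cells stably expressing Vif plus C-terminally eYFP-tagged A3F were seeded, incubated overnight at 37 deg C, dosed with compound, incubated overnight again at 37 deg C. Yellow fluorescence (Ex 488/Em 500-530) reported blocked Vif-mediated A3F-eYFP degradation.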
# Vif-A3G inh = blocks the Vif interaction with human APOBEC3G | Q9HC16 | HeLa A3G-eYFP + Vif (tagged APOBEC3G with the HIV-1 protein that degrades it), YFP fluorescence, overnight | Potency, µM (doses to about 46.1 µM), without a hit: at the highest dose activity, negative = active, hits mostly inhibitors | actives 0.076% (n = 410,000) | AID 602310;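 further: potency means the concentration at half of the fitted maximal effect; on the % scale 0 is the no-effect control and ±100 the full control effect; nearly all actives have a fitted effect of over 60% in size; hits raise eYFP signal because A3G escapes Vif-driven loss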
#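 Read-out is eYFP fluorescence (Ex 488/Em 500-530) from Vif-expressing HeLa A3G-eYFP cells; more signal means A3G escaped Vif-mediated degradation. Cells plated overnight, compound pinned in, incubated overnight at 37 deg C.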
# ERG Ets-DNA blk = ERG Ets/DNA interaction inhibition. fluorescence polarization, His-ERG Ets domain / labelled DNA. Potency, µM (highest dose often 76.9 µM), inactives show at the highest dose FP activity, negative = inhibition, most hits filed as inhibitors. actives 0.028% (n = 370,000). AID 624246; active means well fitted inhibition curve with a large enough effect in the polarisation, with a control signal flat; inconclusive means small, poorly fitted or top-dose-only effect, or effect the other way, or a change in a side signal; inactive means no such curve, though single readings can be large or run the other way; the % refers to the polarisation;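 further: polarization taken with two DNA probes labelled with fluorescein and Texas red; potency means the concentration at half of the fitted maximal effect; % of control where 0% means no effect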
#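 His-tagged ERG Ets domain (1 uM in the protein solution; 300mM KCl, 50mM Tris-HCl, 1mM EDTA, 1mM DTT, pH 7.5) received compound, then a probe mix of 5 nM fluorescein-DNA and 100nM Texas-615-DNA. Fluorescence polarization was read for both dyes.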
# ALOX12 inh = blocks human arachidonate 12S-lipoxygenase | actives 1.1% (n = 580,000) | purified 12hLO, xylenol orange hydroperoxide absorbance | Potency, µM (top dose mostly 108 µM), inactives show at the highest dose activity change, negative = inhibition, most hits filed as inhibitors; further: potency means the concentration at half of the fitted maximal effect; on the % scale 0 is the no-effect control and ±100 the full control effect
# Target sequence (P18054 whole entry, looked up): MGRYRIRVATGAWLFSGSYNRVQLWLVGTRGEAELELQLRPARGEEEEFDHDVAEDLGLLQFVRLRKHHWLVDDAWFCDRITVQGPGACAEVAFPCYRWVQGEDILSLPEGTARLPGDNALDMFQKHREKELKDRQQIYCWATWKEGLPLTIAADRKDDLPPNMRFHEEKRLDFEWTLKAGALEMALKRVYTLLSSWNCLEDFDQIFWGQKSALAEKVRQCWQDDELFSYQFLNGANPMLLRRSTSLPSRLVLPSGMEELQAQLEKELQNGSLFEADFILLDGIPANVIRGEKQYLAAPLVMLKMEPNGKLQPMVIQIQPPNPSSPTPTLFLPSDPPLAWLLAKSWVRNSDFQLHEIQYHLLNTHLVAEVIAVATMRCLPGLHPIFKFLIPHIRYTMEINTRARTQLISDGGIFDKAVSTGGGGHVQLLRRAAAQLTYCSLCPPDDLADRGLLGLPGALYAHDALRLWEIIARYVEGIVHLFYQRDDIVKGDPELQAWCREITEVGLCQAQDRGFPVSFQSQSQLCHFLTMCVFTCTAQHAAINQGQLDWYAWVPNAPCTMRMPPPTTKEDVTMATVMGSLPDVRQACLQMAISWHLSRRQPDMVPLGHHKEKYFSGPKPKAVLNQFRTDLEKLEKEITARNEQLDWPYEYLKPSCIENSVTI
#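 Hydroperoxide product was detected by ferrous iron/xylenol orange as the 573 to 405 nm absorbance ratio. Arachidonic acid at 40 uM (final) was turned over for 30 min at room temperature by 150 nM human 12hLO, pH 7.0 Hepes buffer, after 15 min compound preincubation.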
# GRP78 ERSR act = ER stress response induction in glioma; U87-MG GRP78 promoter luciferase reporter, 16 h; Potency, µM, without a hit: at the top dose activation, most hits filed as activators; actives 0.02% (n = 420,000); AID 602332; further: potency means the concentration at half of the fitted maximal effect; series mostly up to about 76 µM; % of control where 0% means no effect; nearly all actives have a fitted effect of over 35% in size
#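 Stably transfected U87-MG glioma cells carrying a GRP78-based luciferase sensor; 16 h compound incubation. Luminescence end-point read 10 min after Bright-Glo addition at room temperature.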
# RGS4 inh = blocks human RGS4-accelerated GTP hydrolysis. Transcreener GDP fluorescence polarization, RGS4-accelerated GTP hydrolysis. P49798. AID 504845. Potency, µM (titrated, usually from 114 µM), inactives show at the top dose activity change, negative = inhibition, actives largely listed as inhibitors. actives 0.039% (n = 390,000); further: potency means the concentration at half of the fitted maximal effect; on the % scale 0 is the no-effect control and ±100 the full control effect; nearly all actives have a fitted effect of over 75% in size; some results filed as inactive show a strong effect at the top dose
#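 MLSMR compounds (23 nl, pin-transferred) preincubated 10 min at room temperature with a 500nM (2x) first reagent, then RGS4 at 900nM (2x) plus Transcreener GDP mix added; fluorescence polarization (620/688 nm) read before and after 90 min at 30 °C.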
# D2 antag = D2 dopamine receptor (human) antagonism; P14416; HEK293 TREx D2 cells, calcium flux, dopamine EC80; inhibition, % at 10 µM; actives 2% (n = 340,000); AID 485344; in the data active means inhibition above about 30%; further: 0% is about no effect
# Target sequence (P14416 whole entry, looked up): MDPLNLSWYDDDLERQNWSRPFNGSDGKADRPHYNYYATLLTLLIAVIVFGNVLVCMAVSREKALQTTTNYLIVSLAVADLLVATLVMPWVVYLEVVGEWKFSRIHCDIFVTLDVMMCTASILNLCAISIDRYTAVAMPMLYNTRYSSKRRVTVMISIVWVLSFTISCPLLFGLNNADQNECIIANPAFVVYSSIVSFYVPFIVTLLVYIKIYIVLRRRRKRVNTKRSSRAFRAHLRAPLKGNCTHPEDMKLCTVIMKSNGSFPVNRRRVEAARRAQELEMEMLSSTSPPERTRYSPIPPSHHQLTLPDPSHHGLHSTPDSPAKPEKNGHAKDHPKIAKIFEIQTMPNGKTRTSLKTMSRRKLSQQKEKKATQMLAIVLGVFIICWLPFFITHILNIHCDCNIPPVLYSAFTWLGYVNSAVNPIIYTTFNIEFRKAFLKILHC
#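 Dopamine at EC80 is the agonist stimulus; test compounds precede it by 180 s. Calcium flux read kinetically in a force-coupled, inducible HEK293 T-REx D2 cell line.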
# D2 agonist = activates the human D2 dopamine receptor. P14416. HEK293 T-REx D2 cells, calcium flux agonist mode. activation, % at 2 µM. actives 0.53% (n = 340,000);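 active means activation over 3 SD above normal in the single-dose calcium agonist read, cut at about 30% in these data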; further: 0% is about no effect
#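 In this primary screen, compounds producing a positive calcium signal within 180 s of addition to tetracycline-induced, force-coupled HEK293 Trex D2 cells are flagged; cells are dye-loaded with a no-wash calcium kit beforehand.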
# LDHA block = LDHA (human) enzyme inhibition. purified LDHA, NADH/diaphorase-resazurin fluorescence; active compounds read low. P00338. actives 0.15% (n = 480,000). activity change, % (values are at about 110 or 230 µM); in the data active means activity change below about -30%; inconclusive means mostly about -25% to -30%;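 further: plate controls were DMSO wells for no effect and wells without enzyme for full effect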
#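 Enzyme activity of human lactate dehydrogenase 5 (2 nM; 0.06 mM NADH, 0.2 mM pyruvate, 5 min, RT) is measured via a resazurin/diaphorase fluorescence readout of residual NADH.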
# * = called active by the depositor; u = inconclusive; x = not tested or not shown; [ ] = another dose, or the depositor's remark. Unless noted, the call rests on the fitted dose curve; in most records, active means well fitted curve in the direction sought with a large enough effect; inconclusive means small, poorly fitted or top-dose-only effect, or another doubt; inactive means no such curve, though single readings can be large; an effect the other way counts as inactive or inconclusive. These rows are one share of the data (hit frequency here may not be typical).
item	SMILES	D2 agonist	Vif-APOBEC3F blk	Vif-A3G inh	ERG Ets-DNA blk	D2 antag	ALOX12 inh	LDHA block	GRP78 ERSR act	RGS4 inh
1	CC(C)c1ccc(-c2nnn(CC(=O)N3CCCCC3)n2)cc1	0.2	-0.1%	1.3%	0.4%	2.2	-9.8%	-1.7	1.2%	-2.4%
2	O=C(Nc1ccc(F)cc1)C1CCCN(S(=O)(=O)c2ccc3[nH]c(=O)ccc3c2)C1 (configuration not stated)	x	3.2%	3.6%	0.5%	x	3.3%	-2.3	-2.0%	5.8%
3	Cc1cccnc1N(C(=O)Nc1ccccc1)C1=NCC(C)(C)S1	-0.3	3.3%	1.2%	4.8%	-38.7	-23.9%	-2.9	2.8%	-4.0%
4	COC(=O)C1=C(C)N=C2SC(C#N)=C(N)N2C1c1ccc(OCc2ccccc2)cc1 (configuration not stated)	0.4	-6.4%	-9.3%	-2.7%	4.1	0.0%	2.3	1.9%	-13.9%
5	Cc1occc1C(=O)NNC(=O)c1nn(C)c(=O)c2ccccc12	-0.1	-9.4%	-4.2%	3.7%	-13.0	-6.1%	-8.1	-2.4%	15.3%
6	CC1CCCC(NC(=O)c2cc(S(=O)(=O)N3CCCCC3)ccc2Cl)C1C (configuration not stated)	1.3	-9.7%	-3.3%	17.5%	-4.8	-22.6%	0.4	-6.1%	-4.9%
7	COc1ccccc1C1CC(=O)n2c(nc(-c3ccccc3)c2-c2ccccc2)S1 (configuration not stated)	-0.9	2.0%	0.0%	-8.1%	-2.7	7.5%	-7.2	-5.8%	-28.7%
8	C=CCn1c(SCc2cc([N+](=O)[O-])cc3c2OCOC3)nc2cc(C(=O)O)ccc2c1=O	0.4	-6.4%	1.1%	10.1%	20.8	-14.1%	0.5	-3.0%	-12.1%
9	CC1(C)CC2(CC(c3ccccc3)c3ccc(O)cc3O2)NC(=S)N1 (configuration not stated)	0.1	-23.0%	-0.8%	0.9%	-14.7	u	-0.6	-4.9%	-10.0%
10	CN(C)S(=O)(=O)c1ccc(C(=O)Oc2coc(CSc3ncccn3)cc2=O)cc1	0.7	2.0%	-1.2%	0.1%	-5.5	-5.0%	-0.3	-3.7%	-21.1%
11	Cc1ccc(NC(=O)[C@@H]2O[C@H](CO)[C@H](O)[C@H](O)[C@H]2O)cc1C(F)(F)F	x	x	-0.8%	x	x	-2.7%	-12.8	3.7%	x
12	COc1ccccc1/C=C/C(=O)OCC(=O)NNC(=O)c1ccccc1	-1.0	4.9%	-17.6%	-6.7%	-14.7	22.4%	-5.0	-1.4%	20.9%
13	O=C(CSc1nc(-c2ccccc2)c(-c2ccccc2)o1)Nc1nnc(-c2ccccc2)s1	0.6	-9.3%	-3.2%	0.0%	5.2	1.6%	1.2	-1.0%	-38.9%
14	COc1ccc(C(=O)NCC(c2ccc(N(C)C)cc2)N2CCCC2)c(OC)c1 (configuration not stated)	x	2.1%	0.4%	3.0%	x	-13.4%	0.8	-5.8%	-14.0%
15	CC(C)c1nnc(NC(=O)CN(C)S(=O)(=O)c2ccc3c(c2)OCCO3)s1	-0.6	x	1.3%	-5.3%	7.7	u	-6.3	1.9%	1.4%

# Remaining list, next part.
item	SMILES	D2 agonist	Vif-APOBEC3F blk	Vif-A3G inh	ERG Ets-DNA blk	D2 antag	ALOX12 inh	LDHA block	GRP78 ERSR act	RGS4 inh
16	O=C(NCc1ccccn1)c1cccc(NS(=O)(=O)c2ccccc2)c1	-0.6	-2.9%	-4.0%	0.0%	-5.4	30.7%[activator]	-6.4	-1.1%	9.6%
17	O=C1CN(C(=O)CSc2nncn2-c2ccccc2)c2ccccc2N1	0.3	3.3%	1.5%	-8.3%	-6.6	-11.8%	-7.1	-5.0%	-2.3%
18	COc1ccc(S(=O)(=O)N2CCOC23CCN(S(=O)(=O)c2ccc(F)cc2)CC3)cc1	0.0	4.8%	-0.4%	-2.1%	7.6	11.7%	-4.6	-3.6%	-21.3%
19	CCN(CC(=O)NCc1cccs1)C(=O)COc1ccc(C(C)=O)cc1	0.0	3.9%	-12.5%	1.5%	20.2	17.2%	-8.7	0.3%	8.2%
20	COc1ccc(-n2nnnc2SCC(=O)NC2CCCC2)cc1OC	-0.9	-1.6%	1.6%	-4.1%	-10.4	1.4%	-2.6	-1.6%	-8.6%
21	NNc1nc2sc3c(c2c(=O)n1Cc1ccccc1)CCC3	-0.6	0.0%	-4.1%	-6.6%	7.4	66.3%[activator]	0.0	4.1%	-6.6%
22	O=C(NCCc1ccccc1)c1cc(-c2ccc(Cl)c(Cl)c2)on1	-0.3	0.7%	-1.3%	-2.3%	x	-25.7%	-12.3	-2.5%	-10.4%
23	Cc1c(O)ccc2c(=O)c(Oc3ccccc3)coc12	-0.8	4.5%	-12.8%	8.2%	-37.4	8.4%	-0.8	4.8%	1.1%
24	O=C(CBr)c1ccc([N+](=O)[O-])c(CS(=O)(=O)c2ccc(Cl)cc2)c1	5.2	0.3%	u	-0.2%	6.4	u	-16.8	0.1%	u
25	CCOc1ccc(NC(=O)c2c(NCc3cccs3)sc3c2CCC(C)C3)cc1 (configuration not stated)	-0.6	0.0%	2.6%	-0.8%	x	-0.1%	1.3	3.1%	-25.3%
26	CCOC(=O)C(=O)Nc1ccc(OCc2ccccc2)cc1	-1.6	7.4%	1.9%	0.9%	-4.1	12.2%	-4.0	-8.1%	-24.3%
27	O=C(CSc1n[nH]c(-c2cccnc2)n1)Nc1ccc(Br)cc1	-0.2	-5.8%	-1.4%	-2.8%	13.0	u	-10.4	0.8%	-3.8%
28	CC(C)C(=O)NN(C(=O)c1ccccc1)c1ccccc1	-0.2	-10.1%	8.4%	13.1%	-2.8	-2.3%	0.8	-5.4%	-10.4%[11.4 µM]
29	COc1ccc(-c2ccc(=O)n(CC(=O)Nc3ccc(C)cc3C)n2)cc1	-0.1	-5.8%	-2.4%	0.9%	x	u	0.5	-3.5%	1.2%
30	O=C(NC12CC3CC(CC(C3)C1)C2)c1cccnc1	0.4	-0.7%	0.4%	-3.7%	-4.9	20.1%	-5.9	3.4%	-0.2%

# Remaining list, next part.
item	SMILES	D2 agonist	Vif-APOBEC3F blk	Vif-A3G inh	ERG Ets-DNA blk	D2 antag	ALOX12 inh	LDHA block	GRP78 ERSR act	RGS4 inh
31	CSc1nc(SCC(=O)NC(c2ccccc2)c2ccccc2)c2c3c(sc2n1)CN(C)CC3	-0.4	-10.8%	-14.9%	-4.3%	-20.3	u	-12.5	-1.2%	8.4%
32	COc1cc2c(cc1OC)CN(C(=O)c1ccc(S(=O)(=O)N3CCCCC3)cc1)CC2	0.4	-13.0%	-4.2%	3.7%	-8.6	u	-3.7	-5.0%	12.9%
33	CC(=O)OC1CCC2C3CCC4=CC(=O)CCC4(C)C3CCC2(C)[C@]1(C)O (some centres not stated)	x	4.4%	-3.9%	x	x	7.8%	-2.3	-5.1%	16.9%
34	Cc1cccc(CNC(=O)c2ccc3oc(=O)n(Cc4ccccc4)c3c2)c1	0.6	5.4%	7.0%	0.9%	x	-16.4%	0.7	-2.2%	-24.5%
35	CCCCC(CC)C(=O)Nc1ncc([N+](=O)[O-])s1 (configuration not stated)	0.4	-25.4%	-1.5%	6.1%	0.6	-3.2%	-1.9	-6.0%	-12.1%
36	CC(=O)N1CCN(C(C)=O)c2ccccc21	x	3.5%	2.0%	-0.9%	x	-2.4%	-0.1	-5.1%	-19.2%
37	CCCCN(CC)c1ncnc2c1sc1nc(N3CCOCC3)c3c(c12)CCCC3	-0.3	0.2%	1.4%	-11.1%	x	-15.4%	-7.6	-1.1%	0.3%
38	Cc1ccc(NC(=O)CCCN2C(=S)NC(C)(C)CC2C)cc1 (configuration not stated)	-0.6	11.2%	2.7%	-2.2%	-7.4	-10.5%	-9.6	-1.2%	4.4%
39	Cc1ccc(NC(=O)COC(=O)c2ccc3c(c2)OCCO3)cc1	-3.0	0.7%	-0.1%	-4.7%	2.7	-17.8%	-0.2	-1.2%	24.6%
40	OCCN1CCN(c2nc(-c3ccccc3)c3cc(Cl)ccc3n2)CC1	0.1	5.0%	-10.1%	-2.9%	19.4	0.0%	-0.5	-11.1%	-19.0%
41	Cc1ccc(CSc2nc(-c3ccc(C(C)(C)C)cc3)nc3cc(=O)[nH]n23)cc1	-0.5	2.5%	10µM*	5.1%	x	14.4%	4.1	-6.1%	-32.2%
42	CCOc1ccccc1/C=c1\sc2nc(-c3ccco3)nn2c1=O	-0.3	0.9%	-10.2%	1.1%	33.5*	u	-2.8	-4.7%	-39.4%
43	O=C(NCCC(=O)N(Cc1ccco1)Cc1cccs1)c1ccc(Br)cc1	-2.8	7.0%	-2.9%	9.4%	41.3*	0.9%	-1.0	-2.4%	-9.6%
44	C=CCOC(=O)C(=O)/C=C/c1csc2ccccc12	1.7	-3.4%	-4.7%	7.9%	8.6	u	-2.8	0.1%	-41.4%
45	Cc1cccc(C(=O)Nc2ccc(S(=O)(=O)N3CCOCC3)cc2)c1[N+](=O)[O-]	0.3	-25.9%	-3.3%	0.5%	-24.1	1.6%	-7.7	-1.5%	6.3%
46	c1cc(CSc2nnc(-c3ccc4c(c3)OCO4)o2)ccn1	0.3	2.2%	-4.3%	-0.6%	-0.7	2.4%	1.1	-3.7%	18.0%[11.4 µM]
47	CCN(CC)CCn1c2c(c(SCC(=O)Nc3cc(OC)cc(OC)c3)nc1=O)CCC2	-0.9	-6.3%	2.2%	-7.0%	-1.8	4.1%	-3.3	-3.8%	-8.1%
